# L3MBTL1 inh – qHTS Assay for the Inhibitors of L3MBTL1; Lethal(3)malignant brain tumor-like protein 1 (Homo sapiens), Q9Y468; AlphaScreen L3MBTL1–H3K9me1 peptide binding; Potency, µM (top dose mostly 57.1 µM), inactives show top-dose activity, negative = inhibition, hits mostly inhibitors; 0.66% of 230,000 active; note: % is set by controls: 0 for no effect and ±100 for the full control effect; nearly all actives have a fitted effect of over 60% in size
# Target sequence (Q9Y468 whole entry, looked up): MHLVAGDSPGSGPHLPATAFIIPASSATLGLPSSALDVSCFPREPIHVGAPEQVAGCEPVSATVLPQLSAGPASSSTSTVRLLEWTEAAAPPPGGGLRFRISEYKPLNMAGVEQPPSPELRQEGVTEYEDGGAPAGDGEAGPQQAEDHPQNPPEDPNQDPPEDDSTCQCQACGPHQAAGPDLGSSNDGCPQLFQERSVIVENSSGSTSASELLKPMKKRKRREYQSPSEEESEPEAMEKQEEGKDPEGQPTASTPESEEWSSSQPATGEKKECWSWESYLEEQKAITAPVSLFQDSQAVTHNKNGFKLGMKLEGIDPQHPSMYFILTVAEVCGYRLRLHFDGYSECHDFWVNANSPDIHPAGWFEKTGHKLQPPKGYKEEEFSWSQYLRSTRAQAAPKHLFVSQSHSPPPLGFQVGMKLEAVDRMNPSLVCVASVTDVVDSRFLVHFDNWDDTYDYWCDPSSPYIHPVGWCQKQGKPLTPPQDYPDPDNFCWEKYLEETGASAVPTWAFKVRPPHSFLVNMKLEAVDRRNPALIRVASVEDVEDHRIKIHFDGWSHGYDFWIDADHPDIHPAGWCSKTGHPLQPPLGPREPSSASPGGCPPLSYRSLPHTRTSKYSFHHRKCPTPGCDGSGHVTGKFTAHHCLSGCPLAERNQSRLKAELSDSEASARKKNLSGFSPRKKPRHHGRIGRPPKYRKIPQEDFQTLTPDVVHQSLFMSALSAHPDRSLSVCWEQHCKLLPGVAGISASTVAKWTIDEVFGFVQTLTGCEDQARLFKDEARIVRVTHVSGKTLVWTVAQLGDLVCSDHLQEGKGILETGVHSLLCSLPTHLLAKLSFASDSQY
#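 L3MBTL1 50 nM + b-AHA-H3(1-15)K9me1 75 nM, 30 min RT; compound added, 30 min RT; streptavidin donor/Ni-chelate acceptor beads 10 ug/mL each final, 30 min RT dark; AlphaScreen read.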
# RECQ1 helicase – qHTS Assay for Inhibitors of RecQ-Like Dna Helicase 1 (RECQ1); Potency, µM (doses to about 57.3 µM), for inactives: at the highest dose activity, negative = inhibition, hits mostly inhibitors; ATP-dependent DNA helicase Q1 (Homo sapiens), P46063; 0.54% of 240,000 active; AID 2549, 2010; RECQ1 DNA unwinding, red fluorescence kinetic read;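 note: plate controls were vehicle for no effect and no enzyme for full effect; nearly all actives have a fitted effect of over 30% in size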
#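 RECQ1T1 50 nM; forked duplex (20 bp + 30-nt ss tails) 200 nM, ATP 2 mM final; pH 8.0, 2 mM MgCl2, 2.5 ug/ml poly(dI-dC); 15 min compound preincubation; discontinuous kinetic read over 2 h at RT.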
# HTT cytoprotect – qHTS Multiplex Assay to Identify Dual Action Probes in a Cell Model of Huntington: Cytoprotection (ATP); PC12 HTT-Q103 induced, cytoprotection, ATP luminescence, 40 h; Potency, µM (highest dose often 56.4 µM), for inactives: cytoprotection (ATP increase), usual class: activators; 0.14% of 230,000 active; AID 1471, 2008;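 note: % of control where 0% means no effect; nearly all actives have a fitted effect of over 45% in size; toxic huntingtin expression switched on by the ecdysone agonist tebufenozide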
#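 Readout: ATPlite luminescence (ATP level). Model: stable PC12, inducible Htt exon1 Q103-GFP. Inducer: tebufenozide, 100 nM final. Compounds: dose series. No G418 in medium.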
# Tau FP inhib – qHTS for Inhibitors of Tau Fibril Formation, Fluorescence Polarization. K18 P301L tau heparin fibrillization, Alexa594 FP, 6 h. Potency, µM (doses to about 57.7 µM), inactives show at the top dose activity, negative = inhibition, hits mostly inhibitors. 0.39% of 280,000 active; note: % is set by controls: 0 for no effect and ±100 for the full control effect; nearly all actives have a fitted effect of over 55% in size
# Target sequence (P10636 561-689 P618L limits assumed): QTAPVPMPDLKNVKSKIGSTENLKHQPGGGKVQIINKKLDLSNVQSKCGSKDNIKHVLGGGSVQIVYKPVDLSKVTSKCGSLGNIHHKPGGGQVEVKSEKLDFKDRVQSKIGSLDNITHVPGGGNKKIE
#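 Compound effects on tau fibrillization are measured by Alexa 594 fluorescence polarization (ex 555, em 632 nm). K18 P301L tau is used at 15 uM with 0.24 uM labeled tracer, and 20 uM heparin induces aggregation over 6 hr at 37 C.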
# Tau ThT inhib – qHTS for Inhibitors of Tau Fibril Formation, Thioflavin T Binding | Microtubule-associated protein tau (Homo sapiens), P10636 | recombinant tau K18 P301L, heparin-induced fibrillization, ThT fluorescence | Potency, µM (doses to about 57.4 µM), inactives show at the top dose activity, negative = inhibition, hits mostly inhibitors | 2.1% of 270,000 active | AID 1460, 2008; note: % is set by controls: 0 for no effect and ±100 for the full control effect; nearly all actives have a fitted effect of over 55% in size
#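 In this qHTS, human K18 P301L tau is incubated with compound and heparin for 6 hr at 37 C, and Thioflavin T fluorescence then reports fibril load.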
# Tau fluor counter – Counterscreen qHTS for Inhibitors of Tau Fibril Formation, Fluorescence Polarization | tau K18 P301L (four-repeat tau fragment) Alexa594 fluorescence, heparin fibrillization | Potency, µM (highest dose often 57.7 µM), without a hit: top-dose activity change, negative = decrease | 0.93% of 280,000 active | AID 1463, 2008; note: % is set by controls: 0 for no effect and ±100 for the full control effect; nearly all actives have a fitted effect of over 55% in size
#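 Human K18 P301L tau (15 uM unlabeled plus 0.24 uM Alexa 594-labeled, final) in 100 mM sodium acetate pH 7 was mixed with compound and 20 uM heparin and incubated 6 hr at 37 C.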
# TexasRed fluor – Total Fluorescence Counterscreen for Inhibitors of the Interaction of Thyroid Hormone Receptor and Steroid Receptor Coregulator 2; TRb/SRC2 Texas Red total fluorescence interference; Potency, µM (titrated, usually from 106 µM), without a hit: at the top dose fluorescence change, negative = quenching; 0.29% of 280,000 active; active = well fitted curve in either direction with a large enough effect; inconclusive = small, poorly fitted or top-dose-only effect; note: % is set by controls: 0 for no effect and ±100 for the full control effect
#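 Human TRβ ligand-binding domain (0.6 uM) and Texas Red SRC2 peptide (20 nM) in Tris buffer with 1 uM T3 and 5% DMSO were incubated with pinned compound for 5 hr at ambient temperature. Total fluorescence was computed as S + 2P (555/632 nm).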
# TRb-SRC2 inh – qHTS for Inhibitors of the Interaction of Thyroid Hormone Receptor and Steroid Receptor Coregulator 2; Thyroid hormone receptor beta (Homo sapiens), P10828; AID 1469, 2008; TRbeta-SRC2 peptide binding, fluorescence polarization; receptor liganded with 1 µM T3; 0.065% of 280,000 active; Potency, µM (titrated, usually from 106 µM), inactives show top-dose activity change, negative = inhibition, hits mostly inhibitors;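 note: plate controls were bound peptide for no effect and peptide without receptor for full effect; nearly all actives have a fitted effect of over 50% in size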
#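 Read-out is fluorescence polarization (555 nm excitation, 632 nm emission) of a Texas Red SRC2 coactivator peptide; loss of signal reflects blocked binding to human TRb ligand-binding domain in the presence of 1 uM T3.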
# Starred values were filed as active, the others as inactive; i = inactive; ? = inconclusive; · = no result given; & = joins results of further samples; [ ] = remark or other dose. Unless noted, calls come from the whole dose curve; as a rule, active = well fitted curve in the direction sought with a large enough effect; inconclusive = small, poorly fitted or top-dose-only effect, or another doubt; inactive = no such curve, though single readings can be large; an effect the other way counts as inactive or inconclusive. Potency is the fitted concentration of half-maximal effect. Not all compounds are listed, so the mix of outcomes need not match the whole.
SMILES,L3MBTL1 inh,RECQ1 helicase,HTT cytoprotect,Tau FP inhib,Tau ThT inhib,Tau fluor counter,TexasRed fluor,TRb-SRC2 inh
CCOc1ccc(-c2nc(Cn3c(=O)cc(-c4ccccc4)c4c(C)nn(C)c43)c(C)o2)cc1,·,·,·,0%,-8%,-4%,2%,6%
Cc1sc2ncnc(NCC(c3ccco3)N(C)C)c2c1C (stereo unspecified),36%[activator],-1%,-25%,?,-8%,?,-3%,-19%
Cc1cc(NC(=O)CSc2ncc(C(=O)Nc3ccc(Cl)cc3)c(=O)n2C)no1,·,·,·,-10%,-10%,0%,-1%,6%
Fc1ccc(NC(=S)Nc2cccc(Cl)c2)cc1,-11%,-2%,-15%[10 µM],-11%,6%,-20%,6%,0%
O=c1oc(-c2ccccc2F)nc2scc(-c3ccccc3)c12,24%,i,-11%[10 µM],?,?,-23%,-2%,-9%
N=C(N)SCc1ccc(Cl)cc1Cl,3%,-15%,·,0%,-5%,-8%,-3%,-1%
Cc1cc(SCC(=O)OCC(=O)NCC2CCCO2)c(C)cc1Br (stereo unspecified),7%,i,4%[10 µM],7%,0%,1%,0%,-6%
S=C(NCCCN1CCOCC1)Nc1ccc(Cl)c(Cl)c1,7%,-3%,5%[0.074 µM],-4%,10%,-5%,0%,-5%
CCOC(=O)N1CCN(Cc2nc3c(c(=O)n(C)c(=O)n3C)n2Cc2ccc(F)cc2)CC1,-27%,13%,-5%,0%,7%,1%,0%,1%
O=C(c1ccc(Cl)c([N+](=O)[O-])c1)N(Cc1ccccc1)C1CCS(=O)(=O)C1 (stereo unspecified),?,-8%,-10%[10 µM],4%,-1%,-4%,1%,2%
Cc1nnc(NC(=O)c2csc3c2CCCC3)s1,4%,i,-46%[inhibitor],-6%,-4%,-7%,-2%,-5%
O=C(Nc1ccc2sccc2c1)c1ccc(Cl)s1,-1%,6%,9%[10 µM],-7%,-11%,3%,-2%,2%
CCOC(=O)c1cc2occc2n1CC(=O)NCCOC,-1%,0%,33%[10 µM],6%,-6%,0%,-5%,1%
Cc1cccc(-c2nsc(SCC(=O)N3CCCC3)n2)c1,0%,-8%,-33%,-3%,-17%,-10%,-4%,4%
COc1cc(C2CC(=O)Nc3cc4c(cc32)OCCO4)cc(Br)c1OC (stereo unspecified),·,·,·,7%,2%,-6%,-2%,-3%
CC12CCC(=O)N1c1ccccc1C(=O)N2c1ccccc1 (stereo unspecified),-5%,0%,-9%[10 µM],1%,-1%,3%,-2%,1%
O=C(NN=C(Cc1ccccc1)Cc1ccccc1)c1ccc(F)cc1,1%,-10%,11%[0.074 µM],-5%,-7%,-4%,-1%,0%
Cc1cccc(NS(=O)(=O)c2nnc(NC(=O)c3cccc(C)c3)s2)c1,5%,·,·,0%,?,-4%,1%,-1%
CC(=O)Oc1ccc2oc(=O)c3c(c2c1)CCCN3C(=O)CN1CCN(c2ncccn2)CC1,8%,-11%,9%,2%,-3%,-1%,0%,-1%
COc1ccc(Cl)cc1NC(=S)NCc1cccnc1,-7%,i,·,-1%,-1%,-5%,3%,-6%
COC(=O)C1=CN(CC2CCCO2)C=C(C(=O)OC)C1c1cc(OC)c(OC)c(OC)c1 (stereo unspecified),·,3%,-11%[10 µM],-2%,-10%,-8%,-3%,-15%
O=C(c1ccccc1Br)N1CCC(c2nc3ccccc3o2)CC1,·,·,·,5%,-1%,-3%,-4%,1%
COc1ccc(N2C(C)=CS/C2=C(/C#N)c2nnc(N3CCOCC3)n2-c2ccccc2)cc1,-2%,-7%,-18%,-6%,-22%,-11%,-1%,3%
CC(C)N1CCC(N2CCN(C3CCCCCC3)CC2CCO)CC1 (stereo unspecified),-1%,-6%,7%,6%,-1%,2%,-3%,6%
Cc1ccc2cccc(OCC(=O)Nc3ccc4c(c3)OCO4)c2n1,?,-13%,-35%[inhibitor],12%,-16%,-17%,0%,-7%
# (more compounds)
SMILES,L3MBTL1 inh,RECQ1 helicase,HTT cytoprotect,Tau FP inhib,Tau ThT inhib,Tau fluor counter,TexasRed fluor,TRb-SRC2 inh
O=S(=O)(c1cccs1)N1CCc2ccccc2C1,4%[11.4 µM],-2%,1%,1%,-5%,2%,-3%,-14%
Cc1cccc(Cn2c(SCc3ccc(C(=O)NCc4cccs4)cc3)nc3cccnc32)c1,·,·,·,3%,2%,-17%,-20%,1%
Cc1cc2nn(-c3ccc(F)cc3)nc2cc1NC(=O)c1cc(Cl)ccc1Cl,·,·,·,-12%,-10%,-22%,-77%[53 µM],?
COc1ccc(OCCC(=O)OCC(=O)NCCC2=CCCCC2)cc1,-1%,-9%,-32%[inhibitor],4%,?,-16%,0%,-6%
Cc1ccc(S(=O)(=O)NNC(=O)C(=O)NNS(=O)(=O)c2ccc(C)cc2)cc1,1%,-8%,-14%,8%,5%,3%,-2%,-2%
CC(=O)Nc1ccc(S(=O)(=O)N(C)Cc2ccccc2)cc1,·,-5%,-14%,-9%,1%,-8%,-1%,-7%
O=C1c2ccccc2N2C(=O)c3ccccc3C2N1Cc1ccccc1 (stereo unspecified),·,i,-1%[10 µM],-5%,·,-19%,-2%,2%
O=C(OCC(=O)N1CCN(C(=O)c2ccco2)CC1)c1cc(=O)c2ccccc2o1,5%,0%,-18%,1%,-4%,2%,-1%,3%
Cc1ccccc1NC(=O)c1ccc(NC(=O)N2CCSc3ncccc32)cc1,·,·,·,-9%,-5%,-6%,-1%,3%
O=C(NCCc1ccc(Cl)cc1)C1(c2cccs2)CCOCC1,·,·,·,-5%,0%,-5%,-1%,-8%
Cc1ccc2nc(-c3ccc(Cl)s3)c(Nc3ccc4c(c3)OCCO4)n2c1,·,·,·,10%,-15%,?,-2%,1%
Cc1ccc(NC(=O)c2ccc(NCc3ccc(F)cc3)nc2)cc1,2%,-8%,19%[10 µM],-13%,-13%,-16%,-1%,-1%
COc1ccccc1N1CCN(C(=O)c2cc(-c3ccc(C)c(F)c3)on2)CC1,·,·,·,2%,?,?,-2%,2%
C[n+]1c2n(c3ccccc31)N=C(c1ccc(-c3ccccc3)cc1)CS2,-20%,7%,-52%[inhibitor][10 µM],-1%,?,8%,-1%[53 µM],0%[53 µM]
Cc1cc(N)n2ncc(-c3ccc(F)cc3)c2n1,·,-2%,-27%,?,?,?,-5%,-2%
CCc1ccc(C(=O)c2c(N)c(-c3nc(-c4ccc5c(c4)OCO5)cs3)c3ccccn23)cc1,·,·,·,?,?,?,-1%,-1%
COc1ccc(S(=O)(=O)NCCSCc2ccco2)cc1Cl,-1%,-4%,9%[10 µM],-3%,-14%,-15%,-6%,6%
CC(C)(C)c1ccc(-c2cn(-c3ccc(Br)cc3)c3[n+]2CCCS3)cc1,8%,-12%,-39%[10 µM],6%,-6%,7%,-5%,-2%
COc1cc(C(=O)NC(=S)Nc2csc(-c3ccc(F)cc3)n2)cc(OC)c1OC,-1%,19%,10%[10 µM],-20%,-18%,?,0%,-5%
Cc1ccc(-c2nn(C)c(=O)c3ccccc23)cc1CNC(=O)c1ccco1,0%,-6%,-16%,-2%,-11%,-4%,-2%,-7%
O=c1c2cc3c(nc2ncn1Cc1ccc(Cl)cc1)CCCC3,·,·,·,0%,-6%,-8%,4%,5%
COc1ccc(-c2cn3nc(N4CCC(C(=O)Nc5ccccc5OC)CC4)sc3n2)cc1,·,·,·,-2%,?,-17%,?,-2%
O=c1cc(CSc2ncn[nH]2)[nH]c2c(Cl)cccc12,·,·,·,4%,-1%,-1%,-1%,-7%
O=C(Cn1cc(/C=N/O)c2ccccc21)N1CCOCC1,·,0%,5%,0%,-5%,-2%,-7%,3%
O=C(CCCn1c(=O)c2cccn2c2ccccc21)NCCc1ccc(Cl)cc1,·,·,·,2%,?,-18%,-14%,9%
Cc1ccc(NC(=O)C2CC(=O)n3c(nc4ccccc43)N2)cc1Cl (stereo unspecified),10%,i,-35%[inhibitor],-13%,9%,8%,1%,3%
CN(C)/C=N/c1cc(=O)n(C)c(=O)n1CC1CC1,-1%,-9%,-43%[inhibitor],1%&8%,4%&3%,2%&-3%,-4%&-2%,8%&0%
Nc1nc(SCc2ccc(Cl)cc2)[nH]c(=O)c1-c1ccccc1,5%,-4%,18%[1.9 µM],1%,-12%,-10%,0%,-7%
COc1ccc(-n2cc(-c3ccccc3)c3c(N4CCOCC4)ncnc32)cc1,·,-12%,-7%[1.9 µM],-5%,?,-16%,-2%,-13%
CCc1ccc(NC(=O)C2CC(=O)N=C(N)S2)cc1 (stereo unspecified),·,-16%,3%,-4%,-6%,4%,1%,0%

# One compound at a time, as listed above:
# COc1ccc(N2C(C)=CS/C2=C(/C#N)c2nnc(N3CCOCC3)n2-c2ccccc2)cc1 is entered as L3MBTL1 inh: -2%; RECQ1 helicase: -7%; HTT cytoprotect: -18%; Tau FP inhib: -6%; Tau ThT inhib: -22%; Tau fluor counter: -11%; TexasRed fluor: -1%; TRb-SRC2 inh: 3%
# CC(=O)Nc1ccc(S(=O)(=O)N(C)Cc2ccccc2)cc1 is entered as L3MBTL1 inh: ·; RECQ1 helicase: -5%; HTT cytoprotect: -14%; Tau FP inhib: -9%; Tau ThT inhib: 1%; Tau fluor counter: -8%; TexasRed fluor: -1%; TRb-SRC2 inh: -7%
# Cc1ccccc1NC(=O)c1ccc(NC(=O)N2CCSc3ncccc32)cc1 is entered as L3MBTL1 inh: ·; RECQ1 helicase: ·; HTT cytoprotect: ·; Tau FP inhib: -9%; Tau ThT inhib: -5%; Tau fluor counter: -6%; TexasRed fluor: -1%; TRb-SRC2 inh: 3%
